Source: PubChem (The Scripps Research Institute Molecular Screening Center)
GalR3 antag = GalR3 antagonists in HEK293 cells, primary screen, cell-based, fluorescence readout; HEK293 GalR3-CNG cAMP membrane potential fluorescence; galR3 body fused to GalR1 C-terminus; inhibition, % at 3 µM; 360,000 tested, 0.44% active; AID 651719, 2012;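 active means inhibition above the screen-wide average plus 3 SD, cut at about 13% in these data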;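 further: forskolin and galanin both at EC90 stimulate the cells; cAMP rise reported by CNG channel membrane potential dye signal; 0% = forskolin plus galanin with DMSO and 100% = forskolin alone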
Target sequence (O60755 1-299 limits assumed): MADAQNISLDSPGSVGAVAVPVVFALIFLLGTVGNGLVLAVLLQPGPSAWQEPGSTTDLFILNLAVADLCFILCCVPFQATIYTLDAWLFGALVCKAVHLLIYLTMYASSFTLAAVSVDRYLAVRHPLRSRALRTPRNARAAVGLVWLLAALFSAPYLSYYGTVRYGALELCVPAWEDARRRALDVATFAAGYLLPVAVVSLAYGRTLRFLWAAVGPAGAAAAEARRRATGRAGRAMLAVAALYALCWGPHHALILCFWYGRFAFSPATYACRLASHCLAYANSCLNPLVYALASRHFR
* = called active by the depositor. Some of the compounds tested. The share of hits here may be higher or lower than overall.

What do the screens show for `CCCCNC(=O)c1cnc(Cc2c[nH]c3ccccc23)c(I)c1`?
GalR3 antag: -6

What do the screens show for `CCc1nc2ccc(C(=O)N3CCN(S(=O)(=O)CC)CC3)cn2c1N(C)CCC(C)C`?
GalR3 antag: 1

Results for COc1ccc(C(NC(=O)C2CCN(CCCOc3ccccc3)CC2)c2ccccn2)cc1 (configuration not stated) ?
GalR3 antag: -4

What do the screens show for `COC(=O)C1=C(C)N(Cc2ccccc2C(F)(F)F)C(=NCC2CC2)NC1c1ccc(C(F)(F)F)cc1` (configuration not stated)?
GalR3 antag: -4

Results for CC(C)(C)c1ccc(C(=O)N2CCC2(C)C(=O)Nc2cnc3ccccc3c2)cc1 (configuration not stated) ?
GalR3 antag: 3

Results for COc1ccc(S(=O)(=O)N2CCCCC2c2cc(C(=O)Nc3ccccc3Cl)no2)cc1 (configuration not stated) ?
GalR3 antag: 6

What do the screens show for `COC(=O)[C@@]12C[C@@H](CC(=O)N3CCOCC3)C(=O)N(Cc3ccco3)C1=CCC(C)(C)C2`?
GalR3 antag: -4

How did CC[C@H](C)[C@@H](CO)NC(=O)[C@H]1O[C@@H](n2ccc(N)nc2=O)[C@H](O)[C@@H]1O do in these assays?
GalR3 antag: 0

What do the screens show for `CSc1ccc(Cn2c(C)c(C(=O)NCc3ccco3)sc2=O)cc1`?
GalR3 antag: 2

What do the screens show for `CCOC(=O)C1(C)CCN1C(=O)c1ccccc1C` (configuration not stated)?
GalR3 antag: -5

How did CC(C)NC(=O)c1csc(COCCO)n1 do in these assays?
GalR3 antag: -2

Results for CC(C)Nc1nc(-c2ccccc2CO)c2sccc2n1 ?
GalR3 antag: -6

Results for Cc1cccc(S(=O)(=O)NC(=O)C2(C)CCN2C(=O)Cc2ccccc2)c1 (configuration not stated) ?
GalR3 antag: -5

How did COc1ccc(NC(=O)C2(C)Cc3c(-c4ccccc4)ccnc3O2)cn1 (configuration not stated) do in these assays?
GalR3 antag: -8

Results for CSc1ccc(CNC(=O)C2(C)CCCN(C(C)C)C2)cc1 (configuration not stated) ?
GalR3 antag: -4

How did CCc1nc2ccc(C(=O)NCCCn3ccnc3)cn2c1N(C)Cc1nccs1 do in these assays?
GalR3 antag: 4

What do the screens show for `COc1ccc(C(N)c2csc(Nc3ccc(S(C)(=O)=O)cc3)n2)cc1` (configuration not stated)?
GalR3 antag: -7

Results for CC1(C(=O)Nc2ccc3nc[nH]c3c2)CCN1C(=O)C/C=C/c1ccccc1 (configuration not stated) ?
GalR3 antag: -2

Results for CC(C)Oc1cc(F)ccc1-c1cc(C(=O)NCc2cccs2)[nH]n1 ?
GalR3 antag: -3

How did C=CCN1C(=O)c2n[nH]c(C(C)C)c2C1c1ccc2c(c1)OCO2 (configuration not stated) do in these assays?
GalR3 antag: -6

How did COc1ccc(-c2csc(C(O)c3ccccc3)n2)cc1 (configuration not stated) do in these assays?
GalR3 antag: -6

What do the screens show for `C=CCCC1CN(Cc2ccc(OC)cc2)S(=O)(=O)c2c(Oc3ccc(OC)cc3)cccc2O1` (configuration not stated)?
GalR3 antag: -5

Results for OC(c1ccccc1)(c1ccccc1)C1CCN(CCCOc2cccnc2)CC1 ?
GalR3 antag: 0

What do the screens show for `CCCCN1C(=O)C(CC(=O)NC2CCCC2)CC(C(=O)N2CCCCCC2)=C1C` (configuration not stated)?
GalR3 antag: -4

Random excerpt: 2 records from the list.
Results for Cc1cccc(S(=O)(=O)NC(=O)C2(C)CCN2C(=O)Cc2ccccc2)c1 (configuration not stated) ?
GalR3 antag: -5

Results for CC(C)Oc1cc(F)ccc1-c1cc(C(=O)NCc2cccs2)[nH]n1 ?
GalR3 antag: -3

Next structures
What do the screens show for `CC(C)Oc1ccc(F)cc1-c1cc(C(=O)NCc2cccs2)[nH]n1`?
GalR3 antag: 23*

How did Cc1cccc(COC[C@H](Cc2ccccc2)N2CCN(C(=O)c3cccc(Cl)c3)CCC2=O)c1 do in these assays?
GalR3 antag: -7

What do the screens show for `CC1(C(=O)NS(C)(=O)=O)CCN1C(=O)CC(c1ccccc1)c1ccccc1` (configuration not stated)?
GalR3 antag: -8

Results for CC(C)(C)OC(=O)N1CCc2onc(-c3ccccc3[N+](=O)[O-])c2C1=O ?
GalR3 antag: -7

What do the screens show for `OC(c1ccc(F)c(F)c1)c1nc(-c2cccc(C(F)(F)F)c2)cs1` (configuration not stated)?
GalR3 antag: -1

What do the screens show for `CCCCC[C@H](C)N1C[C@@H](COCc2ccccc2)Oc2cc(N3CC[C@@H](O)C3)ccc2S1(=O)=O`?
GalR3 antag: -6

How did COC(=O)N1Cc2ccnnc2CC1c1ccccc1-c1ccc(OC)cc1 (configuration not stated) do in these assays?
GalR3 antag: -8

Results for NC(=O)c1ccc(-c2ccc(N3C(c4ccsc4)=Cc4ccc(F)cc4C3CC(=O)c3ccco3)cc2)cc1 (configuration not stated) ?
GalR3 antag: -6

Results for CCc1nc2ccc(C(=O)Nc3ccc(OC)c(OC)c3)cn2c1N(CC)CCOC ?
GalR3 antag: 13*

How did O=C([C@H]1O[C@@H](n2ccc(=O)[nH]c2=O)[C@H](O)[C@@H]1O)N1CCSC1 do in these assays?
GalR3 antag: -5

Results for C[C@H](CO)N1C[C@H](C)[C@H](CN(C)C(=O)NC2CCCCC2)OCc2cnnn2CCCC1=O ?
GalR3 antag: 0

Results for Cc1ccsc1C(=O)N1CCC1(C)C(=O)Nc1ccc2c(c1)OCCO2 (configuration not stated) ?
GalR3 antag: 7

What do the screens show for `O=C(Nc1ccccc1)c1cc(C2CCCN(C(=O)c3cccs3)C2)on1` (configuration not stated)?
GalR3 antag: -8

Results for CN1CCN(c2ccc(CNC(=O)C3(C)Cc4c(-c5ccc(C(N)=O)cc5)ccnc4O3)cc2)CC1 (configuration not stated) ?
GalR3 antag: -8

How did CC(C)(C(=O)N1CCC1(C)C(=O)NS(=O)(=O)c1ccc(Cl)s1)c1ccccc1 (configuration not stated) do in these assays?
GalR3 antag: -5

How did CC(C)NC(=O)c1ccc2sc([C@@H]3O[C@H](CO)[C@H](O)[C@H](O)[C@H]3O)nc2c1 do in these assays?
GalR3 antag: -7

How did COC(=O)[C@]12CCCCC=C1N(Cc1ccco1)C(=O)[C@H](CC(=O)N1CCN(C(=O)C3CC3)CC1)C2 do in these assays?
GalR3 antag: -7

How did Cc1ccc2nc(-c3cccc(Cl)c3)c(Cc3cccc(F)c3)n2c1 do in these assays?
GalR3 antag: -7

Results for CC1=C(C(=O)N(C)C)CC(CC(=O)NC2CCCCC2)C(=O)N1Cc1ccc(F)cc1 (configuration not stated) ?
GalR3 antag: -7

How did OC[C@@H]1CN(Cc2ccc(Cl)cc2)C[C@H](n2cnc3c(NC4CCCC4)ncnc32)O1 do in these assays?
GalR3 antag: -2

Results for CC(=O)CC1c2cc(F)ccc2C=C(c2ccsc2)N1c1ccc(C#CC2(O)CCCCC2)cc1 (configuration not stated) ?
GalR3 antag: -1

How did CN(CCc1ccccc1)c1cc2c(c3c1ccn3C)C1CCC2O1 (configuration not stated) do in these assays?
GalR3 antag: -5

How did OC[C@@H]1CN(Cc2ccc(-c3ccccc3)cc2)C[C@H](n2cnc3c(Nc4ccccc4)ncnc32)O1 do in these assays?
GalR3 antag: -8

What do the screens show for `O=C1c2ccccc2C(c2nnnn2-c2ccc3ccccc3c2)N1C1CC1` (configuration not stated)?
GalR3 antag: 5

What do the screens show for `Cc1cnc2ccc(F)cc2c1`?
GalR3 antag: 1

How did COc1ccc(CNC(=O)c2ccc(-c3cnn(C)c3)c3ccoc23)cc1OC do in these assays?
GalR3 antag: 3

What do the screens show for `COc1ccccc1Cc1c(-c2ccc(F)cc2)nc2ccc(C)cn12`?
GalR3 antag: -8

What do the screens show for `O=C(Nc1nnc([C@H]2C[C@H](O)[C@@H](CO)O2)s1)c1ccccc1F`?
GalR3 antag: -7

What do the screens show for `CCc1nc2c(OCc3ccc(F)c(F)c3)cccn2c1N(C)C(=O)c1ccco1`?
GalR3 antag: -3

What do the screens show for `O=C(Nc1cccc(Cc2ccccc2)c1)Nc1cccc2[nH]c([C@@H]3O[C@H](CO)[C@@H](O)[C@H](O)[C@H]3O)nc12`?
GalR3 antag: 3

Results for Cc1ccc(-c2nc3ccc(Br)cn3c2Cc2ccccc2C(F)(F)F)cc1 ?
GalR3 antag: -7

How did O=C(CC[C@H]1O[C@@H](n2cnc3c(NC(=O)c4ccccc4)ncnc32)[C@H](O)[C@@H]1O)NCC(c1ccccc1)c1ccccc1 do in these assays?
GalR3 antag: -5

Results for Cc1ccc(S(=O)(=O)NC(=O)C2(C)CCN2C(=O)Cc2ccc(C(C)(C)C)cc2)cc1 (configuration not stated) ?
GalR3 antag: -8

Results for CCOC(=O)C1=CCN(S(=O)(=O)c2ccc(Cl)cc2)C1c1ccc(C)cc1 (configuration not stated) ?
GalR3 antag: -6

Results for CC1(C(=O)Nc2ccc3c(c2)OCCO3)CSCC(=O)N1CCCn1ccnc1 (configuration not stated) ?
GalR3 antag: -4

How did CC1(C(=O)NCc2ccc3c(c2)OCO3)CCN1C(=O)CC1CCCC1 (configuration not stated) do in these assays?
GalR3 antag: -7

Results for COc1cccc(C(=O)N[C@@H](Cc2cccnc2)C(=O)N2CCC[C@H]2C(=O)NC2CCCC2)c1 ?
GalR3 antag: -7

How did CN(C)CCNc1nc(Oc2ccccc2)c2sccc2n1 do in these assays?
GalR3 antag: 1

What do the screens show for `COc1ccc(-c2coc3c(C(=O)Nc4ccc(OC)nc4)cccc23)c(C)c1`?
GalR3 antag: -8

What do the screens show for `Cc1ccc2nc(-c3ccco3)c(Cc3cccc(Cl)c3)n2c1`?
GalR3 antag: -6

What do the screens show for `COCCN1CCCc2nc(-c3ccc(Br)cc3)ccc21`?
GalR3 antag: -5

Results for COc1ccc(NC(=O)C2(C)Cc3c(-c4cccc(NC(C)=O)c4)ccnc3O2)cc1OC (configuration not stated) ?
GalR3 antag: 0

How did CCC(=O)N1CCCC1(C)C(=O)Nc1ccc(C)c(C)c1 (configuration not stated) do in these assays?
GalR3 antag: 5

Results for COc1cc2c(c(OC3OC(CO)C(O)C(O)C3O)c1)C(=O)CC(c1ccc(O)cc1)O2 (configuration not stated) ?
GalR3 antag: 1

What do the screens show for `Cc1cccc(-c2cccc3nccn23)c1`?
GalR3 antag: -8

How did OC(c1ccccc1)c1nc(-c2ccc3c(c2)OCO3)cs1 (configuration not stated) do in these assays?
GalR3 antag: -8

What do the screens show for `COc1cc(NC(=O)c2cccc3c(-c4cccnc4)coc23)cc(OC)c1OC`?
GalR3 antag: -5

Results for O=C(NCc1ccccc1)C1C(c2ccccc2)=Nc2ccccc2N1C(=O)c1cccnc1 (configuration not stated) ?
GalR3 antag: -2

Structural class: the entries above with two or more sulfur atoms
What do the screens show for `CSc1ccc(Cn2c(C)c(C(=O)NCc3ccco3)sc2=O)cc1`?
GalR3 antag: 2

What do the screens show for `COc1ccc(C(N)c2csc(Nc3ccc(S(C)(=O)=O)cc3)n2)cc1` (configuration not stated)?
GalR3 antag: -7

How did CC(C)(C(=O)N1CCC1(C)C(=O)NS(=O)(=O)c1ccc(Cl)s1)c1ccccc1 (configuration not stated) do in these assays?
GalR3 antag: -5

The listing continues.
What do the screens show for `CCCCCn1nnnc1-c1nc2cc3ccccc3cc2[nH]c1=O`?
GalR3 antag: -8

Results for COC(=O)[C@@]12C[C@@H](CC(=O)NCC3CCCCC3)C(=O)N(Cc3ccco3)C1=CCC(C)(C)C2 ?
GalR3 antag: -5

How did COc1cccc(C(O)c2nc(-c3ccncc3)cs2)c1 (configuration not stated) do in these assays?
GalR3 antag: -7

How did COC(=O)C1(C(=O)OC)C/C=C\CCN(S(=O)(=O)c2ccccc2[N+](=O)[O-])CC1 do in these assays?
GalR3 antag: -4

What do the screens show for `CN1CCN(C2CN(Cc3cn(Cc4ccccc4F)nn3)S(=O)(=O)C2)CC1` (configuration not stated)?
GalR3 antag: -6

How did COc1ccc2c(c1)C(NC(=O)C(F)(F)F)CC21CCCCC1 (configuration not stated) do in these assays?
GalR3 antag: -9

Results for O=C(NC1CCCC1)[C@@H]1CCCN1C(=O)[C@@H](NS(=O)(=O)c1ccc(F)cc1F)c1ccccc1 ?
GalR3 antag: -6

Results for CC(C)C(=O)N1CCC1(C)C(=O)Nc1ccc2cn[nH]c2c1 (configuration not stated) ?
GalR3 antag: -6

What do the screens show for `CC(C)c1cccc(-c2csc(C(O)c3cccc(Cl)c3)n2)c1` (configuration not stated)?
GalR3 antag: -4

Grouped by structure: the entries above with a Cl atom (eight)
Results for COc1ccc(S(=O)(=O)N2CCCCC2c2cc(C(=O)Nc3ccccc3Cl)no2)cc1 (configuration not stated) ?
GalR3 antag: 6

How did Cc1cccc(COC[C@H](Cc2ccccc2)N2CCN(C(=O)c3cccc(Cl)c3)CCC2=O)c1 do in these assays?
GalR3 antag: -7

How did CC(C)(C(=O)N1CCC1(C)C(=O)NS(=O)(=O)c1ccc(Cl)s1)c1ccccc1 (configuration not stated) do in these assays?
GalR3 antag: -5

How did Cc1ccc2nc(-c3cccc(Cl)c3)c(Cc3cccc(F)c3)n2c1 do in these assays?
GalR3 antag: -7

How did OC[C@@H]1CN(Cc2ccc(Cl)cc2)C[C@H](n2cnc3c(NC4CCCC4)ncnc32)O1 do in these assays?
GalR3 antag: -2

Results for CCOC(=O)C1=CCN(S(=O)(=O)c2ccc(Cl)cc2)C1c1ccc(C)cc1 (configuration not stated) ?
GalR3 antag: -6

What do the screens show for `Cc1ccc2nc(-c3ccco3)c(Cc3cccc(Cl)c3)n2c1`?
GalR3 antag: -6

What do the screens show for `CC(C)c1cccc(-c2csc(C(O)c3cccc(Cl)c3)n2)c1` (configuration not stated)?
GalR3 antag: -4
